LAP4-GFP MLPCN: modulators of TOR pathway LAP4-GFP in S. cerevisiae | S. cerevisiae LAP4-GFP multiplex, flow cytometry GFP, 3 h; median GFP as percent of DMSO wells | GFP response vs DMSO, % at 10 µM | 320,000 tested, 0.34% active;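 active = GFP response vs DMSO above a set limit, about the screen mean plus 3 SD, cut at about 150% in these data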
MEP2-GFP yeast: yeast TOR pathway MEP2-GFP modulation. S. cerevisiae MEP2-GFP strain, flow cytometry GFP, 3 h; 100% = DMSO control level. GFP response vs DMSO, % at 10 µM. 330,000 tested, 0.51% active;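 active = GFP response versus DMSO above a set limit, roughly screen mean plus 3 SD, cut at about 180% in these data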;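 note: median GFP fluorescence of the barcode-gated MEP2-GFP cells per well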
GRK2 inh: human GRK2 inhibition via aptamer displacement | bead flow cytometry, FAM-aptamer displacement from GRK2 | inhibition of aptamer binding, % at 10 µM | P25098 | 330,000 tested, 0.59% active | AID 488847;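 active = inhibition of aptamer binding above 40%, roughly 3 SD of noise, on plates passing a quality check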;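 note: median bead fluorescence of bound FAM aptamer so fluorescent compounds give negative values; no value below 0 was filed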
CIT2 TOR yeast: alters CIT2-GFP fluorescence in TOR pathway yeast screen. GFP response vs DMSO, % at 10 µM. S. cerevisiae CIT2-GFP strain, flow cytometry, 3 h; 100 means same as DMSO wells. 320,000 tested, 0.065% active;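 active = GFP response relative to DMSO above a set limit, near the screen mean plus 3 SD, cut at about 150% in these data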;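 note: ratio of well median GFP fluorescence to mean of DMSO wells on the plate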
AGP1 TOR yeast: modulators of TOR pathway AGP1-GFP in S. cerevisiae; S. cerevisiae AGP1-GFP multiplex flow cytometry, 3 h; GFP as percent of DMSO wells; GFP response vs DMSO, % at 10 µM; 320,000 tested, 0.02% active;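 active = GFP response relative to DMSO above a set limit, near screen average plus 3 SD, cut at about 150% in these data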;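 note: median GFP channel fluorescence of the gated AGP1 strain per well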
RPL19A TOR yeast: alters RPL19A-GFP fluorescence in TOR pathway yeast screen; percent response vs DMSO, % at 10 µM; 330,000 tested, 0.3% active; S. cerevisiae RPL19A-GFP strain, flow cytometry, 3 h; stronger effect = lower value;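 active = percent response vs DMSO below 50%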;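 note: median channel GFP fluorescence of the barcoded RPL19A-GFP strain; ratio of sample median GFP to plate DMSO average so 100% = DMSO; lower means less RPL19A-GFP as with rapamycin TOR inhibition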
GASC-1 inh: inhibitors of human GASC-1 (JMJD2C) demethylase | Q9H3R0 | GST-JMJD2C(1-420) H3K9me3 demethylation, DELFIA europium | inhibition, % at 2.35 µM | 330,000 tested, 0.069% active | AID 2099;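 active = more than half of a compound's replicate wells show inhibition beyond 50%, single wells judged on their own value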;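 note: signal counts dimethyl H3K9 product captured on neutravidin plate; 0% = median of DMSO wells and 100% = 0.3 times that DMSO median; strong numbers were not always called active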
VLA-4 inh: inhibition in a human VLA-4 binding assay; inhibition, % (about 7 µM as worked out from the volumes in the protocol); AID 2557; VLA-4 expressing cells, ligand binding flow cytometry; 330,000 tested, 0.2% active; in the data active = inhibition above about 50%
Target sequence (P13612 whole entry, looked up): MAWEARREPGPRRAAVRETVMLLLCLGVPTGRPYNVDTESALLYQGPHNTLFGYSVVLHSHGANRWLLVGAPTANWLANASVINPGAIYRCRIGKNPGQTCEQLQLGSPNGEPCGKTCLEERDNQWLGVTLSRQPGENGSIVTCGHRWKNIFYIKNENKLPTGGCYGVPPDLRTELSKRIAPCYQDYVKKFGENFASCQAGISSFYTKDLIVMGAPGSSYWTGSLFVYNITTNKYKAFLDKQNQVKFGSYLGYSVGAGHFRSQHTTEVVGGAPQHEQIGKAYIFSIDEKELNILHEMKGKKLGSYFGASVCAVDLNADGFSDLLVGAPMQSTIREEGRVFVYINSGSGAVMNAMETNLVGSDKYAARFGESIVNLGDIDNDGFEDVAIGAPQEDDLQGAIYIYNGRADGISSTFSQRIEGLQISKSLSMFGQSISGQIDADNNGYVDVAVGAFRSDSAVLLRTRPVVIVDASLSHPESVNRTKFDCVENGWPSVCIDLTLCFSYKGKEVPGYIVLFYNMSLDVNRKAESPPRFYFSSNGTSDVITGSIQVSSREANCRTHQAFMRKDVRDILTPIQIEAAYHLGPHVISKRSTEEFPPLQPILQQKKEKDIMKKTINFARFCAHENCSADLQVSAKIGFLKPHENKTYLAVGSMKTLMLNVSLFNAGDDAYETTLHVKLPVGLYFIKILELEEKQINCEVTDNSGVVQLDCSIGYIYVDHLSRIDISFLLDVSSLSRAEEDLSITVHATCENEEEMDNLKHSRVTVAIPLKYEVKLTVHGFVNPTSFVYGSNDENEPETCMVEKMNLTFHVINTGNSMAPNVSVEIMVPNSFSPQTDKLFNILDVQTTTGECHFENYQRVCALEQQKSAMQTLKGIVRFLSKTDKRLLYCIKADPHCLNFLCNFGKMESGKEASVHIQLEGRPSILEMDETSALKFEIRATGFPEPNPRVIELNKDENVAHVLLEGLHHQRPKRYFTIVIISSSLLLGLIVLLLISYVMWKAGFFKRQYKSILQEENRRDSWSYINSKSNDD
Numbers without * were called inactive; & = joins results of further samples. Compounds as they come; overall some 1.7% were active at least once.

O=C(O)c1cccc(Nc2ncnc3ccccc23)c1 was read as LAP4-GFP MLPCN 102, MEP2-GFP yeast 104, GRK2 inh 3, CIT2 TOR yeast 103, AGP1 TOR yeast 105, RPL19A TOR yeast 101, GASC-1 inh 10 and VLA-4 inh 20.
Screening Cc1cc(=O)n2nc(N3CCCC(C(=O)NC(C)c4ccccc4)C3)sc2n1 (centres undefined) returned LAP4-GFP MLPCN 99, MEP2-GFP yeast 101, GRK2 inh 0, CIT2 TOR yeast 104, AGP1 TOR yeast 101, RPL19A TOR yeast 98, GASC-1 inh -1 and VLA-4 inh -2.
`Cc1ccc(S(=O)(=O)NC(CC(=O)N2CCc3ccccc32)c2ccco2)cc1` (centres undefined) gave LAP4-GFP MLPCN 100, MEP2-GFP yeast 101, GRK2 inh 0, CIT2 TOR yeast 94, AGP1 TOR yeast 101, RPL19A TOR yeast 94, GASC-1 inh -2 and VLA-4 inh -2.
Screening COc1cc(C)c(NC(=S)Nc2cccc(Cl)c2C)cc1OC returned LAP4-GFP MLPCN 84, MEP2-GFP yeast 97, GRK2 inh 18, CIT2 TOR yeast 92, AGP1 TOR yeast 92, RPL19A TOR yeast 96, GASC-1 inh 5 and VLA-4 inh 2.
Screening COc1cc(/C=N/NC(=S)Nc2cccc(C(=O)O)c2)cc(OC)c1OC returned LAP4-GFP MLPCN 94, MEP2-GFP yeast 101, GRK2 inh 0, CIT2 TOR yeast 109, AGP1 TOR yeast 101, RPL19A TOR yeast 104, GASC-1 inh -4 and VLA-4 inh 3.
For CCn1nc(NC(=O)c2ccccn2)c2cc3cccc(C)c3nc21 the results were LAP4-GFP MLPCN 103, MEP2-GFP yeast 100, GRK2 inh 3, CIT2 TOR yeast 105, RPL19A TOR yeast 96, GASC-1 inh 20 and VLA-4 inh 43.
CCOc1ccc(C(=O)CC(NCc2cccs2)C(=O)O)cc1 (centres undefined) was read as LAP4-GFP MLPCN 114, MEP2-GFP yeast 97, GRK2 inh 0, CIT2 TOR yeast 97, AGP1 TOR yeast 102, RPL19A TOR yeast 95, GASC-1 inh -10 and VLA-4 inh 8.
Screening CC(=O)c1ccc(OCC(O)CN2CCN(S(=O)(=O)c3c(C)c(C)cc(C)c3C)CC2)cc1 (centres undefined) returned LAP4-GFP MLPCN 92, MEP2-GFP yeast 102, GRK2 inh 1, CIT2 TOR yeast 109, AGP1 TOR yeast 98, RPL19A TOR yeast 98, GASC-1 inh -17 and VLA-4 inh -3.
`O=C(O)CC(C(=O)Nc1ccc(F)cc1)C1CCCO1` (centres undefined) gave LAP4-GFP MLPCN 105, MEP2-GFP yeast 105, GRK2 inh 0, CIT2 TOR yeast 111, AGP1 TOR yeast 109, RPL19A TOR yeast 103, GASC-1 inh 0 and VLA-4 inh -4.
For COCCCNC(=O)c1c(N)n(-c2cccc(S(N)(=O)=O)c2)c2nc3ccccc3nc12 the results were LAP4-GFP MLPCN 98, MEP2-GFP yeast 103, GRK2 inh 4, CIT2 TOR yeast 96, AGP1 TOR yeast 101, RPL19A TOR yeast 101, GASC-1 inh 4&0 and VLA-4 inh -9.
For C(#Cc1ccccc1)C[N+]1(CC#Cc2ccccc2)CCCC1 the results were LAP4-GFP MLPCN 100, MEP2-GFP yeast 104, GRK2 inh 0, CIT2 TOR yeast 106, AGP1 TOR yeast 109, RPL19A TOR yeast 106, GASC-1 inh -3 and VLA-4 inh 8.
`Cc1cccc(-c2nc(CSCC(=O)N3CCN(Cc4ccc5c(c4)OCO5)CC3)c(C)o2)c1` gave LAP4-GFP MLPCN 101, MEP2-GFP yeast 105, GRK2 inh 3, CIT2 TOR yeast 103, AGP1 TOR yeast 101, RPL19A TOR yeast 96, GASC-1 inh 0 and VLA-4 inh 6.
Screening CN(C)c1cccc2cccc(N(C)C)c12 returned LAP4-GFP MLPCN 102, MEP2-GFP yeast 93, GRK2 inh 0, CIT2 TOR yeast 95, AGP1 TOR yeast 100, RPL19A TOR yeast 92, GASC-1 inh -12 and VLA-4 inh 23.
For O=c1c2ccccc2nc(SCc2ccccc2F)n1C1CCCC1 the results were LAP4-GFP MLPCN 100, MEP2-GFP yeast 104, GRK2 inh 1, CIT2 TOR yeast 98, AGP1 TOR yeast 103, RPL19A TOR yeast 107 and GASC-1 inh 2.
CCOC(=O)C(=CNc1ccc(C(F)(F)F)cc1)C(=O)OCC was read as LAP4-GFP MLPCN 100, MEP2-GFP yeast 100, GRK2 inh 2, CIT2 TOR yeast 94, AGP1 TOR yeast 102, RPL19A TOR yeast 102, GASC-1 inh -2 and VLA-4 inh 22.

Molecules shown so far with four or more nitrogen atoms (three):
Screening Cc1cc(=O)n2nc(N3CCCC(C(=O)NC(C)c4ccccc4)C3)sc2n1 (centres undefined) returned LAP4-GFP MLPCN 99, MEP2-GFP yeast 101, GRK2 inh 0, CIT2 TOR yeast 104, AGP1 TOR yeast 101, RPL19A TOR yeast 98, GASC-1 inh -1 and VLA-4 inh -2.
For CCn1nc(NC(=O)c2ccccn2)c2cc3cccc(C)c3nc21 the results were LAP4-GFP MLPCN 103, MEP2-GFP yeast 100, GRK2 inh 3, CIT2 TOR yeast 105, RPL19A TOR yeast 96, GASC-1 inh 20 and VLA-4 inh 43.
For COCCCNC(=O)c1c(N)n(-c2cccc(S(N)(=O)=O)c2)c2nc3ccccc3nc12 the results were LAP4-GFP MLPCN 98, MEP2-GFP yeast 103, GRK2 inh 4, CIT2 TOR yeast 96, AGP1 TOR yeast 101, RPL19A TOR yeast 101, GASC-1 inh 4&0 and VLA-4 inh -9.

(next part)
COc1ccc(CCNCCC(=O)Nc2c(C)cc(C)cc2C)cc1OC was read as LAP4-GFP MLPCN 95, MEP2-GFP yeast 101, GRK2 inh 1, CIT2 TOR yeast 102, AGP1 TOR yeast 103, RPL19A TOR yeast 102, GASC-1 inh 2 and VLA-4 inh 3.
`CCCS(=O)(=O)c1nc(S(=O)(=O)c2ccc(C)cc2)c(N2CCc3ccccc3C2)s1` gave LAP4-GFP MLPCN 90, MEP2-GFP yeast 95, GRK2 inh 3, CIT2 TOR yeast 102, AGP1 TOR yeast 100, RPL19A TOR yeast 105, GASC-1 inh -7 and VLA-4 inh -12.
Screening Cc1nc(C(=O)NNC(=O)c2ccc(Cl)cc2)c(C(F)(F)F)o1 returned LAP4-GFP MLPCN 109, MEP2-GFP yeast 98, GRK2 inh 2, CIT2 TOR yeast 92, AGP1 TOR yeast 105, RPL19A TOR yeast 95, GASC-1 inh 32 and VLA-4 inh -2.
`O=C(CSc1nnc(-c2ccccn2)o1)Nc1ccccc1` gave LAP4-GFP MLPCN 107, MEP2-GFP yeast 117, GRK2 inh 3, CIT2 TOR yeast 109, AGP1 TOR yeast 102, RPL19A TOR yeast 101, GASC-1 inh 4 and VLA-4 inh 17.
For COCCn1nnnc1C(c1cc2cc(C)ccc2[nH]c1=O)N1CCCCCC1 (centres undefined) the results were LAP4-GFP MLPCN 95, MEP2-GFP yeast 103, GRK2 inh 11, CIT2 TOR yeast 101, AGP1 TOR yeast 103, RPL19A TOR yeast 98, GASC-1 inh -1 and VLA-4 inh -1.
Screening COc1cc(CC(=O)OCC(=O)Nc2ccccc2C#N)cc(OC)c1OC returned LAP4-GFP MLPCN 81, MEP2-GFP yeast 83, GRK2 inh 5, CIT2 TOR yeast 89, AGP1 TOR yeast 92, RPL19A TOR yeast 92, GASC-1 inh -22 and VLA-4 inh 5.
For COc1ccc(C(=O)NCCNc2ccc([N+](=O)[O-])cc2)cc1OC the results were LAP4-GFP MLPCN 95, MEP2-GFP yeast 102, GRK2 inh 0, CIT2 TOR yeast 95, AGP1 TOR yeast 99, RPL19A TOR yeast 100, GASC-1 inh -10 and VLA-4 inh 4.
Screening CC(C)[C@H](NC(N)=O)C(=O)Nc1cccc([N+](=O)[O-])c1 returned LAP4-GFP MLPCN 96, MEP2-GFP yeast 103, GRK2 inh 2, CIT2 TOR yeast 100, AGP1 TOR yeast 100, RPL19A TOR yeast 96 and VLA-4 inh -2.
Cc1ccc(-n2c(=O)c3sccc3n(CC(=O)NCc3ccco3)c2=O)cc1 was read as LAP4-GFP MLPCN 105, MEP2-GFP yeast 103, GRK2 inh 1, CIT2 TOR yeast 94, AGP1 TOR yeast 101, RPL19A TOR yeast 99 and GASC-1 inh 0.
Screening CCN1CCc2nc(SCC(=O)Nc3ccc(OC)cc3)c(C#N)cc2C1 returned LAP4-GFP MLPCN 97, MEP2-GFP yeast 106, GRK2 inh 3, CIT2 TOR yeast 100, AGP1 TOR yeast 103, RPL19A TOR yeast 98, GASC-1 inh 8 and VLA-4 inh -4.
COc1cccc(CN2CCCC(C(=O)N3CCCCC3)C2)c1OC (centres undefined) was read as LAP4-GFP MLPCN 108, MEP2-GFP yeast 106, GRK2 inh 0, CIT2 TOR yeast 105, AGP1 TOR yeast 114, RPL19A TOR yeast 109, GASC-1 inh 0 and VLA-4 inh 10.
`CCc1ccccc1NC(=O)N[C@@H](C)C(=O)OC` gave LAP4-GFP MLPCN 103, MEP2-GFP yeast 100, GRK2 inh 0, CIT2 TOR yeast 99, AGP1 TOR yeast 101, RPL19A TOR yeast 99, GASC-1 inh -9 and VLA-4 inh -2.
For CCCCn1c(N)c(N(CC(C)C)C(=O)c2cccc(S(=O)(=O)N(C)c3ccccc3)c2)c(=O)[nH]c1=O the results were LAP4-GFP MLPCN 109, MEP2-GFP yeast 114, GRK2 inh 0, CIT2 TOR yeast 112, AGP1 TOR yeast 119, RPL19A TOR yeast 104, GASC-1 inh -2 and VLA-4 inh 1.
Cc1ccc(S(=O)(=O)C2(C(=O)O)CCCC2)cc1C was read as LAP4-GFP MLPCN 97, MEP2-GFP yeast 98, GRK2 inh 0, CIT2 TOR yeast 103, AGP1 TOR yeast 99, RPL19A TOR yeast 97, GASC-1 inh 3 and VLA-4 inh 15.
`CCOC(=O)CNS(=O)(=O)c1ccc(C)cc1` gave LAP4-GFP MLPCN 97, MEP2-GFP yeast 97, GRK2 inh 2, CIT2 TOR yeast 100, AGP1 TOR yeast 101, RPL19A TOR yeast 98, GASC-1 inh 15 and VLA-4 inh -13.
Screening Nn1c(SCC(=O)NCc2ccc3c(c2)OCO3)nnc1C1CC1 returned LAP4-GFP MLPCN 91, MEP2-GFP yeast 94, GRK2 inh 0, CIT2 TOR yeast 101, AGP1 TOR yeast 100, RPL19A TOR yeast 99, GASC-1 inh -4 and VLA-4 inh 13.
`COc1ccc(NC(=O)Nc2cccnc2)cc1` gave LAP4-GFP MLPCN 108, MEP2-GFP yeast 106, GRK2 inh 0, CIT2 TOR yeast 110, AGP1 TOR yeast 118, RPL19A TOR yeast 107, GASC-1 inh 2 and VLA-4 inh -1.
For O=C(c1ccc(N2CCN(CCO)CC2)nc1)N1CCOCC1 the results were LAP4-GFP MLPCN 99, MEP2-GFP yeast 100, GRK2 inh 8, CIT2 TOR yeast 97, AGP1 TOR yeast 103, RPL19A TOR yeast 101, GASC-1 inh -13 and VLA-4 inh -8.
CCOC(=O)Cn1cnc2scc(-c3ccc(C)cc3)c2c1=O was read as LAP4-GFP MLPCN 87, MEP2-GFP yeast 107, GRK2 inh 4, CIT2 TOR yeast 104, AGP1 TOR yeast 96, RPL19A TOR yeast 102, GASC-1 inh -3 and VLA-4 inh 5.
`COc1ccc(S(=O)(=O)N2CCN(S(=O)(=O)c3ccc(C(F)(F)F)cc3)CC2)cc1C` gave LAP4-GFP MLPCN 92, MEP2-GFP yeast 102, GRK2 inh 0, CIT2 TOR yeast 101, AGP1 TOR yeast 98, RPL19A TOR yeast 99, GASC-1 inh 2 and VLA-4 inh 21.
For CC(=O)c1sc(N)nc1C the results were LAP4-GFP MLPCN 93, MEP2-GFP yeast 101, GRK2 inh 2, CIT2 TOR yeast 99, AGP1 TOR yeast 102, RPL19A TOR yeast 95, GASC-1 inh -16 and VLA-4 inh -5.
